Screening results from PubChem.
Menin MLL FP TR: displaces Texas Red mutant MLL peptide from human menin; O00255; Menin + Texas Red MLL mutant peptide, fluorescence polarization; Potency, µM (highest dose often 61.6 µM), for the others: top-dose FP activity change, negative = inhibition, hits mostly inhibitors; 270,000 compounds, 0.23% hits; active means well fitted inhibition curve with a large enough effect in the polarisation, with a control signal flat, not every such curve was filed as active; inconclusive means small, poorly fitted or top-dose-only effect, or effect the other way, or a change in a side signal; inactive means no such curve, though single readings can be large or run the other way; the % refers to the polarisation; further: potency means the concentration at half of the fitted maximal effect; % of control where 0% means no effect; many of its hits are not listed in these tables
GALK inh: inhibitors of human galactokinase | P51570 | Purified GALK, Kinase-Glo residual ATP luminescence | Potency, µM (titrated, usually from 57.5 µM), without a hit: at the highest dose activity change, negative = inhibition, most hits filed as inhibitors | 270,000 compounds, 0.007% hits; further: potency means the concentration at half of the fitted maximal effect; on the % scale 0 is the no-effect control and ±100 the full control effect
Target sequence (P51570 whole entry, looked up): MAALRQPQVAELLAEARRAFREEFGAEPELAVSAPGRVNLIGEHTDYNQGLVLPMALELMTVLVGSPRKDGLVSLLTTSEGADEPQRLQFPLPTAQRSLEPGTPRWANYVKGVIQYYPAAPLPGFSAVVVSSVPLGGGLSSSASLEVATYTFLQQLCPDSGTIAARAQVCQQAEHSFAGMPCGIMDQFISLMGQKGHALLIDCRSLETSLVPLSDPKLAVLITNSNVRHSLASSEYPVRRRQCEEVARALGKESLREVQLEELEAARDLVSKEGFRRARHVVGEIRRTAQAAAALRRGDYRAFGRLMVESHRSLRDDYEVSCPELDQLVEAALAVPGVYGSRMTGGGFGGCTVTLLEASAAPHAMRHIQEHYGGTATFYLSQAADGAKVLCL
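The enzyme phosphorylates galactose (100 uM) using ATP (35 uM); inhibition is detected as higher residual ATP, quantified by bioluminescence after 1 h reaction at room temperature, pH 8.0.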
PKM2 activator: increases activity of human pyruvate kinase M2 | 260,000 compounds, 0.34% hits | AID 1631 | Potency, µM (top dose mostly 57.5 µM), without a hit: at the top dose activation, most hits filed as activators | purified PKM2, Kinase-Glo ATP luminescence, activation; response scale: 0% is enzyme alone, no compound; further: potency means the concentration at half of the fitted maximal effect; on the % scale 0 is the no-effect control and ±100 the full control effect; nearly all actives have a fitted effect of over 55% in size
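Kinase-Glo luminescence reports ATP generated from ADP (0.1 mM) and PEP (0.5 mM) by purified hPK-M2 after 1 h at room temperature, pH 7.2 imidazole buffer; intermediate enzyme activity allows detecting inhibitors and activators.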
KCNH2 WT inh: inhibitors of human wildtype KCNH2 potassium channel; Q12809; 340,000 compounds, 0.37% hits; U2OS, BacMam KCNH2, thallium flux FluxOr; hits give low values; activity change, % at 1.84 µM;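 active means maximum activity change below -70%; inconclusive means maximum activity change between -70% and -50%; inactive means maximum activity change above -50%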; further: on the % scale 0 is the no-effect control and ±100 the full control effect
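U2OS cells transduced with wild-type KCNH2 virus are loaded with FluxOr dye for 45 min, and thallium flux is measured in kinetic reads before and after stimulation buffer. Rate constants are normalized to DMSO controls.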
KCNH2 3.1 inh: blocks the human KCNH2 3.1 channel isoform | U2OS KCNH2 3.1, thallium flux FluxOr; hits give low values | 340,000 compounds, 0.95% hits | activity change, % (tested at about 1.8 µM) | AID 720553;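 active means maximum activity change below -70%; inconclusive means maximum activity change from -70% to -50%; inactive means maximum activity change above -50%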;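 further: thallium influx rate constant from kinetic fluorescence after stimulation buffer; on the % scale 0 is the no-effect control and ±100 the full control effect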
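Normalized rate constant (relative to positive and negative DMSO controls) derived from a 2 min kinetic fluorescence read after stimulation; U2OS cells expressing the 3.1 isoform via virus at 1.77 x 10^8 /mL.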
TRPV1 agonist: activates the human vanilloid receptor TRPV1 | TRPV1-expressing cells, Fluo-8 calcium influx, agonist mode | activation, % at 8.33 µM | 320,000 compounds, 0.19% hits | AID 540275; in the data active means activation above about 80%; inconclusive means between about 30% and that limit; further: 0% is about no effect
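Cells expressing TRPV1 were dye-loaded with Fluo-8 and read kinetically: 10 s baseline, 3 min after compound (agonist portion), then 2 min after EC20 capsaicin (allosteric enhancer portion). Calcium-bound dye fluorescence at 480/520 nm.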
CXXC DNA block: inhibitors of human MLL CXXC domain-DNA interaction. 290,000 compounds, 0.037% hits. Potency, µM (top dose mostly 115 µM), for inactives: at the highest dose activity change, negative = inhibition, most hits filed as inhibitors. MLL-CXXC / FITC-HOXA9 DNA fluorescence polarization. Q03164; active means well fitted inhibition curve with a large enough effect in the polarisation, with a control signal flat, not every such curve was filed as active; inconclusive means small, poorly fitted or top-dose-only effect, or effect the other way, or a change in a side signal; inactive means no such curve, though single readings can be large or run the other way; the % refers to the polarisation; further: potency means the concentration at half of the fitted maximal effect
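Fluorescence polarization: 7 uM MLL-CXXC (stock) preincubated 5 min with compounds, then 50 nM fluorescein-HOX-A9 DNA (stock) added; 30 min ambient. Buffer 50 mM Tris-HCl pH 7.5, 50 mM NaCl, 1 mM DTT, 0.05% BSA.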
Giardia kill: kills Giardia lamblia; Giardia lamblia trophozoite viability; AID 540267; 340,000 compounds, 0.15% hits; activity change, % at 7.66 µM, hits read low; in the data active means activity change below about -80%; inconclusive means between about -30% and that limit;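 further: parasites exposed to compound for two days anaerobically before the ATP read; on the % scale 0 is the no-effect control and ±100 the full control effect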
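Each well holds 100 Giardia trophozoites and compound. After two days (48 hrs) at 37 deg C in anaerobic conditions, ATP is quantified by luminescence.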
USP2a inh: blocks human ubiquitin-specific protease USP2a; Potency, µM (series often up to 38.3 µM), for inactives: at the top dose activity change, negative = inhibition, usual class: inhibitors; O75604; 330,000 compounds, 0.01% hits; USP2 core, Ub-CHOP2 coupled fluorogenic reporter, 485/531;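 further: potency means the concentration at half of the fitted maximal effect; plate controls were DMSO wells for no effect and full inhibition by NEM control for full effect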
Target sequence (O75604 whole entry, looked up): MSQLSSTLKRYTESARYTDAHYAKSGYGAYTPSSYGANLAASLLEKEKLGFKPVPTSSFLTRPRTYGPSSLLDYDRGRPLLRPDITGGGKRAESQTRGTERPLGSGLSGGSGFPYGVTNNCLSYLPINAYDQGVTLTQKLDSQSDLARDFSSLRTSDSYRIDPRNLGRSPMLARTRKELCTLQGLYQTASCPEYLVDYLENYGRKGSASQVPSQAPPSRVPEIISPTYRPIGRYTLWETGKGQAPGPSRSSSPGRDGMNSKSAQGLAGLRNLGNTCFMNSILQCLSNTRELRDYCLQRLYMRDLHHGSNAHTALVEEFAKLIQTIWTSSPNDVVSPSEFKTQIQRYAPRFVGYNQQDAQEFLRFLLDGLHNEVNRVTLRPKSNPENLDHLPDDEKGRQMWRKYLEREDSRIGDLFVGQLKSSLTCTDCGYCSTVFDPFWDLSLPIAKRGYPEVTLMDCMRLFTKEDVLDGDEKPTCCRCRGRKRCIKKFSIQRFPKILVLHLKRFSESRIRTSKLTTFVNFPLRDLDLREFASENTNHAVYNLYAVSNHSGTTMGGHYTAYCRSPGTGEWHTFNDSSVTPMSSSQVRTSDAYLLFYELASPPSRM
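Cell-free coupled assay: 10nM USP2 core preincubated 30min RT with compound in Tris-HCl pH 8.0/CaCl2/CHAPS buffer, then 25nM Ub-CHOP2 and 25nM reporter substrate; fluorescence (Ex 485/Em 531) read after 60min RT, normalized to NEM inhibition, concentration-response curves fitted.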
Coupling enz: counter-screen for Giardia aldolase inhibitors: coupling enzyme system; coupling enzyme system counterscreen, AmpLite Red fluorescence; activity change, negative = inhibition, % at 58.2 µM, hits read low; 290,000 compounds, 0.67% hits; in the data active means activity change below about -30%; further: on the % scale 0 is the no-effect control and ±100 the full control effect
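Counterscreen lacking aldolase: glyceraldehyde-3-phosphate coupling-enzyme reagent preincubated 10 min at RT with compound (at 57.5 uM final), then substrate/coupling system with AmpLite Red added; fluorescence read at 525/598 nm after 20 min RT.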
B2AR arrestin: recruits beta-arrestin to the human beta2-adrenergic receptor | P07550 | beta-arrestin recruitment to beta2AR, cell-based reporter | Potency, µM (titrated, usually from 46.1 µM), inactives show at the top dose activation, most hits filed as activators | 330,000 compounds, 0.02% hits;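 further: potency means the concentration at half of the fitted maximal effect; 0% = DMSO controls and full agonism = EC100 isoproterenol or metaproterenol; nearly all actives have a fitted effect of over 65% in size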
Starred values were filed as active, the others as inactive; & = joins results of further samples; [ ] = dose if it differs, or a comment. Unless noted, the call rests on the fitted dose curve; in most records, active means well fitted curve in the direction sought with a large enough effect; inconclusive means small, poorly fitted or top-dose-only effect, or another doubt; inactive means no such curve, though single readings can be large; an effect the other way counts as inactive or inconclusive.

`O=C(O)c1c[nH]c2ccc(S(=O)(=O)N3CCN(c4ccc(F)cc4)CC3)cc2c1=O` gave Menin MLL FP TR inconclusive, GALK inh 1%, PKM2 activator -2%, KCNH2 WT inh -17, KCNH2 3.1 inh -1, TRPV1 agonist 0, CXXC DNA block 23%, Giardia kill 20, USP2a inh 1%, Coupling enz 2 and B2AR arrestin 0.6%.
For O=c1[nH]c2ccc(Br)cc2c(-c2ccccc2)c1N1CCOCC1 the results were Menin MLL FP TR 16%, GALK inh -2%, PKM2 activator 2%, KCNH2 WT inh -37, KCNH2 3.1 inh -24, TRPV1 agonist 2, CXXC DNA block -3%, Giardia kill -10, USP2a inh 0%, Coupling enz 0 and B2AR arrestin -0.4%.
CC1CCN(CCNC(=O)c2ccc3c(=O)n(Cc4ccc(Cl)cc4)c(=S)[nH]c3c2)CC1 was read as GALK inh -4%, KCNH2 WT inh 4, KCNH2 3.1 inh -26, TRPV1 agonist -2, CXXC DNA block 44%[activator], Giardia kill -10, USP2a inh 0% and B2AR arrestin 0.3%.
Cc1ccc(OCCCNC2CCCC2)cc1 was read as Menin MLL FP TR -1%, PKM2 activator -1%, KCNH2 WT inh -2, KCNH2 3.1 inh 4, TRPV1 agonist 1, CXXC DNA block -1%, Giardia kill 31[activator], USP2a inh 3%, Coupling enz 1 and B2AR arrestin -0.6%.
Screening CC(C)(C)c1ccc(S(=O)(=O)NCC2CCCO2)cc1 (stereo not given) returned Menin MLL FP TR 12%, GALK inh -2%, PKM2 activator -6%, KCNH2 WT inh -10, KCNH2 3.1 inh -6, TRPV1 agonist 5, CXXC DNA block -19%, Giardia kill -15, USP2a inh -2%, Coupling enz -2 and B2AR arrestin -0.1%.
Screening c1cncc(-c2nnc(SCc3nc4ccccc4[nH]3)o2)c1 returned Menin MLL FP TR 13%, GALK inh 0%, PKM2 activator inconclusive, KCNH2 WT inh 1, KCNH2 3.1 inh 9, TRPV1 agonist -6, CXXC DNA block 3%, Giardia kill 1, USP2a inh -2%, Coupling enz -21 and B2AR arrestin -0.2%.
`COCC(=O)N1CCC(Oc2ccc(C(=O)N3CCSCC3)cc2)CC1` gave GALK inh -3%, PKM2 activator -6%, KCNH2 WT inh 5, KCNH2 3.1 inh -39, TRPV1 agonist -2, CXXC DNA block 4%, Giardia kill inconclusive, USP2a inh -1% and B2AR arrestin 0.0%.
Cc1ccc(CNC(=O)CCNC(=O)Cn2ccc3ccccc3c2=O)cc1 was read as Menin MLL FP TR 8%, GALK inh 2%, PKM2 activator 3%, KCNH2 WT inh -3, KCNH2 3.1 inh 2, TRPV1 agonist -1, CXXC DNA block 35%[activator], Giardia kill -8, USP2a inh 0%, Coupling enz 2 and B2AR arrestin 0.0%.
N#CCc1nc(-c2cc3ccccc3oc2=O)cs1 was read as Menin MLL FP TR inconclusive, GALK inh 1%, PKM2 activator 3%, KCNH2 WT inh -3, KCNH2 3.1 inh 3, TRPV1 agonist 1, CXXC DNA block 12%, Giardia kill 0, USP2a inh 7%, Coupling enz 2 and B2AR arrestin 0.0%.
For C/C(CC(=O)Nc1cccnc1)=N\NC(=O)C(=O)NC(C)C the results were GALK inh 4%, PKM2 activator -7%, KCNH2 WT inh 0, KCNH2 3.1 inh 21, TRPV1 agonist 7, CXXC DNA block 1%, Giardia kill -17, USP2a inh 2%, Coupling enz -2 and B2AR arrestin -0.6%.
Screening CCCC1=C(C(=O)OCC)C(c2ccc(OC)c(C)c2OC)C(C#N)=C(N)O1 (stereo not given) returned Menin MLL FP TR -5%, PKM2 activator 0%, KCNH2 WT inh 5, KCNH2 3.1 inh 3, TRPV1 agonist inconclusive, CXXC DNA block 16%, Giardia kill -9, USP2a inh 1%, Coupling enz 0 and B2AR arrestin 5.7%.
CS(=O)(=O)Nc1ccc(C(=O)Nc2ccc3ccccc3c2)cc1 was read as Menin MLL FP TR inconclusive, GALK inh -9%, PKM2 activator 3%, KCNH2 WT inh 3, KCNH2 3.1 inh -15, TRPV1 agonist inconclusive, CXXC DNA block 15%, Giardia kill -10, USP2a inh -1%, Coupling enz 1 and B2AR arrestin 3.1%.
Screening CCOc1ccc(C(C(=O)NC2CCCCC2)N(C(=O)c2ccccn2)c2cccnc2)cc1 (stereo not given) returned Menin MLL FP TR inconclusive, GALK inh 0%, PKM2 activator 3%, KCNH2 WT inh 3, KCNH2 3.1 inh -4, TRPV1 agonist 0, CXXC DNA block 13%, Giardia kill 5, USP2a inh 1%, Coupling enz 1 and B2AR arrestin -0.3%.
O=C(/C=C/c1c[nH]c2ccccc12)c1ccccc1 was read as Menin MLL FP TR inconclusive, PKM2 activator -4%, KCNH2 WT inh -6, KCNH2 3.1 inh -14, TRPV1 agonist inconclusive, CXXC DNA block 16%, Giardia kill 0, USP2a inh -6%, Coupling enz -4 and B2AR arrestin 1.4%.
CC(C)C(=O)Nc1nnc(CCN2CCCCC2)s1 was read as Menin MLL FP TR -7%, GALK inh 3%, PKM2 activator 3%, KCNH2 WT inh 6, KCNH2 3.1 inh 14, TRPV1 agonist -4, CXXC DNA block 5%, Giardia kill 25, USP2a inh 2%, Coupling enz 2 and B2AR arrestin 0.2%.
Screening Cc1c(NC(C)C)c(=O)n(-c2ccccc2)n1C returned Menin MLL FP TR -29%, KCNH2 WT inh 12, KCNH2 3.1 inh 3, TRPV1 agonist 1, CXXC DNA block 4%, Giardia kill -7, USP2a inh 3%, Coupling enz -1&0 and B2AR arrestin -0.1%.
`ClCC1CSC(=NC23CC4CC(CC(C4)C2)C3)O1` (stereo not given) gave Menin MLL FP TR inconclusive, GALK inh -1%, PKM2 activator 1%, KCNH2 WT inh -7, KCNH2 3.1 inh 24, TRPV1 agonist inconclusive, CXXC DNA block 4%, Giardia kill 52[activator], USP2a inh 0%, Coupling enz 3 and B2AR arrestin -0.1%.
CCCC1(c2ccccc2)NC(=O)N(CC(=O)c2[nH]c(C)c(C(=O)OCC)c2C)C1=O (stereo not given) was read as Menin MLL FP TR 14%, GALK inh 2%, PKM2 activator -10%, KCNH2 WT inh 0, KCNH2 3.1 inh 47, TRPV1 agonist -3, CXXC DNA block -14%, Giardia kill -3, USP2a inh -30%, Coupling enz -5 and B2AR arrestin 0.9%.
For CCCCOc1ccc(-c2nc(-c3cccnc3)no2)cc1 the results were Menin MLL FP TR 16%, GALK inh -4%, PKM2 activator -13%, KCNH2 WT inh 6, KCNH2 3.1 inh -42, TRPV1 agonist -3, CXXC DNA block 16%, Giardia kill 7, USP2a inh -4%, Coupling enz 6 and B2AR arrestin -1.0%.
O=C(C1CCOCC1)N1CCCC(N2CCN(c3ccc(F)cc3)CC2)C1 (stereo not given) was read as GALK inh 5%, KCNH2 WT inh 4, KCNH2 3.1 inh 24, TRPV1 agonist -5, CXXC DNA block 3%, Giardia kill -20, USP2a inh 3% and B2AR arrestin 0.0%.
Screening CSc1nc(C=Nc2ccccc2Cl)c(O)n1Cc1cccc(Cl)c1 returned GALK inh 2%, PKM2 activator -6%, KCNH2 WT inh 2, KCNH2 3.1 inh -9, TRPV1 agonist -5, CXXC DNA block 2%, Giardia kill 8, USP2a inh -2%, Coupling enz 5 and B2AR arrestin 8.6%.
O=S(=O)(Cc1nnnn1-c1ccccc1)c1ccc(Cl)cc1 was read as Menin MLL FP TR 12%, GALK inh -1%, PKM2 activator 1%, KCNH2 WT inh 15, TRPV1 agonist 8, CXXC DNA block 3%, Giardia kill -18, USP2a inh 1%, Coupling enz 0 and B2AR arrestin -0.1%.
`O=S(=O)(NCC1COc2ccccc2O1)c1ccccc1F` (stereo not given) gave KCNH2 WT inh 22, KCNH2 3.1 inh 19, Giardia kill 30[activator], USP2a inh 2% and B2AR arrestin 0.1%.
Cn1c(N)c(C(=O)COC(=O)COc2cccc(Br)c2)c(=O)n(C)c1=O was read as KCNH2 WT inh 30, KCNH2 3.1 inh -3, Giardia kill 7, USP2a inh 2% and B2AR arrestin -0.1%.

An excerpt (hit frequency here may not be typical).
